HEK293 tox: qHTS of GLP-1 Receptor Inverse Agonists: Cytotox Screen | Potency, µM (top dose mostly 38.3 µM), without a hit: top-dose activity change, negative = inhibition, usual class: inhibitors | HEK293 cAMP-luciferase reporter cells, luminescence, 24 h | hit rate 0.13% among 410,000 | AID 624418, 2012;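 note: loss of luciferase light is scored as toxicity; potency is the fitted concentration of half-maximal effect; % is set by controls: 0 for no effect and ±100 for the full control effect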
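Seeding density was 200 cells/uL; after overnight-length (12 h) culture, 23 nL compounds went on for 24 h at 37 °C. Readout used a luciferase detection reagent, luminescence taken after 12 min at room temperature.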
GLP-1R inv ag: qHTS of GLP-1 Receptor Inverse Agonists (Inhibition Mode) | Glucagon-like peptide 1 receptor (Homo sapiens), P43220 | HEK293 GLP-1R CRE-luciferase, luminescence, 24 h; GLP-1R form is constitutively active | Potency, µM (doses to about 38.3 µM), for the others: top-dose activity change, negative = inhibition, usual class: inhibitors | hit rate 1.6% among 410,000; note: potency is the fitted concentration of half-maximal effect; % is set by controls: 0 for no effect and ±100 for the full control effect; nearly all actives have a fitted effect of over 55% in size
Target sequence (P43220 whole entry, looked up): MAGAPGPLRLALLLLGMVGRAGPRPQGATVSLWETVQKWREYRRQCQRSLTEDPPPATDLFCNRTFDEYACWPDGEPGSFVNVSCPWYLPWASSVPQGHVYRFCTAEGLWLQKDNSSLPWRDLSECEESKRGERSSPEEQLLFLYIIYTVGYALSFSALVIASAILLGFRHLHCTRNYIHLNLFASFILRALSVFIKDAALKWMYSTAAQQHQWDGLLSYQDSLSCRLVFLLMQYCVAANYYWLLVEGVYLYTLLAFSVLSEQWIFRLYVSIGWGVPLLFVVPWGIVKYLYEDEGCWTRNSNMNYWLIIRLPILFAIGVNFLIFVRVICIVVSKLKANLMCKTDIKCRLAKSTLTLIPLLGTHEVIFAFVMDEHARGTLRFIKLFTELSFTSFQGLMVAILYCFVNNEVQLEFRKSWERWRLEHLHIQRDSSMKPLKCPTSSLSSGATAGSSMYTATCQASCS
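HEK293 cells stably co-expressing a cAMP-responsive luciferase reporter and constitutively active GLP-1R were seeded, incubated 12 h, then exposed to compounds for 24 h at 37 C. Luminescence was read 12 min after detection reagent; inverse agonists lower signal.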
Mm-Cpn inhibitor: Inhibitors of TCP-1 ring complex (TRiC) of Methanococcus maripaludis (MmCpn): qHTS; Potency, µM (series often up to 76.9 µM), without a hit: at the top dose activity, negative = inhibition, hits mostly inhibitors; hit rate 0.031% among 330,000; Chaperonin Mm-Cpn (Methanococcus maripaludis); purified Mm-Cpn ATPase, ADP Transcreener TR-FRET; note: potency is the fitted concentration of half-maximal effect; % is set by controls: 0 for no effect and ±100 for the full control effect; nearly all actives have a fitted effect of over 80% in size
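Quantitative HTS used 25 nM Mm-CPN and 10 uM ATP in magnesium/KCl Tris buffer, pH 7.4, with 1 mM DTT. Hydrolysis ran 30 min at 37°C; ADP was read by HTRF.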
pAkt inh: HTS Assay for Inhibitors of Akt Phophorylation: Primary Screen; Neuro2A IGF-stimulated pAkt S473 HTRF, 20 min; stronger effect = lower value; activity change, % for hits at 50 µM; hit rate 0.32% among 360,000; in the data active = activity change below about -80%; inconclusive = mostly about -51% to -80%; note: % is set by controls: 0 for no effect and ±100 for the full control effect
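Neuro2A cells (4,500/well, DMEM with 0.5% FBS) were treated with compound at a single 50 µM final concentration, stimulated with 6 nM IGF for 20 min at 37 °C, and lysed. Phospho-Akt Ser473 was read by HTRF as 665/615 ratio ×10^4.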
FUS yeast rescue: qHTS for Suppressors of FUS Proteinopathy: Primary screen using FUS-linked yeast assay | S. cerevisiae FUS-expressing, growth rescue, OD600, 24 h | Potency, µM (series often up to 76.6 µM), for the others: top-dose growth rescue (activation), actives largely listed as activators | hit rate 0.24% among 390,000 | AID 1347120, 2019;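 note: potency is the fitted concentration of half-maximal effect; plate controls were DMSO vehicle for no effect and reference control for full effect; nearly all actives have a fitted effect of over 55% in size; some results filed as inactive show a strong effect at the top dose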
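Restored growth of FUS-toxic S. cerevisiae, read as 600 nm absorbance after 24 h at 30C in galactose medium (starting OD 0.005). Controls CP55940 and DMSO.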
TDP43 rescue: qHTS of TDP-43 Inhibitors; TDP-43 expressing yeast growth rescue, BacTiter-Glo, 24 h; Potency, µM (doses to about 46.1 µM), without a hit: at the top dose growth rescue (activation), most hits filed as activators; hit rate 1.8% among 410,000; AID 652104, 2013; note: potency is the fitted concentration of half-maximal effect; % of control where 0% means no effect; nearly all actives have a fitted effect of over 50% in size
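Yeast cells expressing TDP-43 under galactose induction are exposed to compounds for 24 hr at 30 deg C. BacTiter-Glo luminescence measures growth, so protective compounds score as activators.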
PTHR1 ag: qHTS for PTHR1 Agonists: Primary Screen; Parathyroid hormone/parathyroid hormone-related peptide receptor (Homo sapiens), Q03431; HEK293 GP2 PTHR1 cells, GloSensor cAMP luminescence, 1 h; Potency, µM (doses to about 115 µM), without a hit: at the top dose activation, hits mostly activators; hit rate 0.075% among 410,000; AID 743266, 2014; note: potency is the fitted concentration of half-maximal effect; nearly all actives have a fitted effect of over 55% in size; some results filed as inactive show a strong effect at the top dose; inactives centre near -15; many of its hits are not listed in these tables
Target sequence (Q03431 whole entry, looked up): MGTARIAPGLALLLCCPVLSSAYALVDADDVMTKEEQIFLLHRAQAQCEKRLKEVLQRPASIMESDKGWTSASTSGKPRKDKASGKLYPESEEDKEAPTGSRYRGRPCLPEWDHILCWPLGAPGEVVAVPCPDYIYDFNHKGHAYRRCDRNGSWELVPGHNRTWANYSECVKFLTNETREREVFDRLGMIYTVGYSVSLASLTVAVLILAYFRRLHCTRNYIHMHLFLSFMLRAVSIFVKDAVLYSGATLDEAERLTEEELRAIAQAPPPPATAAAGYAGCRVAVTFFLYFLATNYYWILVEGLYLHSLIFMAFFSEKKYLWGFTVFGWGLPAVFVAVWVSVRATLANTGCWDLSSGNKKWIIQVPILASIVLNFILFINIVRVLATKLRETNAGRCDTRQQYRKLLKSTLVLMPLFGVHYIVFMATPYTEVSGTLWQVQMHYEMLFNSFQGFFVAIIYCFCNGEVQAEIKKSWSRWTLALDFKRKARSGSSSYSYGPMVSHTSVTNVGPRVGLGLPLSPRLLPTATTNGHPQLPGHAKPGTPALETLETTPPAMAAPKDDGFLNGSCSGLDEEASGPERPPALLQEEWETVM
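HEK-293-derived GP2 cells expressing PTHR1 and a GloSensor cAMP reporter, 3,000/well, plated overnight, given luciferin plus IBMX (each 0.5 mM as added) for 1 h at 37 °C, then compound for 1 h at 37 °C. Luminescence was read after 15 min at room temperature.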
aSyn yeast inh: qHTS of alpha-syn Inhibitors. Potency, µM (titrated, usually from 46.1 µM), for inactives: top-dose growth rescue (activation), hits mostly activators. Yeast expressing alpha-synuclein, growth rescue, BacTiter-Glo, 24 h. hit rate 0.14% among 370,000; note: potency is the fitted concentration of half-maximal effect; % of control where 0% means no effect; nearly all actives have a fitted effect of over 65% in size
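Galactose-induced alpha-syn yeast (OD600=0.02, raffinose-pregrown) + pinned cpd, 24 hr, 30 deg C; growth by BacTiter-Glo luminescence. Growth restoration scores as activation.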
Abeta yeast res: qHTS for compounds that reverse cellular toxicity of Amyloid beta (A-beta) peptide in yeast: Primary Screen; yeast expressing A-beta42, growth rescue, OD600, 48 h; response scale: 0% DMSO, 100% iron-clioquinol control; Potency, µM (highest dose often 46.1 µM), for the others: at the top dose growth rescue, most hits filed as activators; hit rate 0.063% among 410,000; note: potency is the fitted concentration of half-maximal effect; nearly all actives have a fitted effect of over 55% in size
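Growth rescue measured by 600 nm absorbance after 48 h yeast culture at 30 C with compound. Values normalized between DMSO and an equimolar ferric chloride plus clioquinol control.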
* hit, by the source's call; i = inactive; ? = inconclusive; / = no result given; [ ] = dose if it differs, or a comment. Unless noted, calls come from the whole dose curve; as a rule, active = well fitted curve in the direction sought with a large enough effect; inconclusive = small, poorly fitted or top-dose-only effect, or another doubt; inactive = no such curve, though single readings can be large; an effect the other way counts as inactive or inconclusive. These rows are one share of the data; the hit share may differ from the screen's.

cpd	SMILES	HEK293 tox	GLP-1R inv ag	Mm-Cpn inhibitor	pAkt inh	FUS yeast rescue
1	CCc1nnc(NS(=O)(=O)c2ccc(N/C=C\C(=O)c3ccc(F)cc3)cc2)s1	5%	-19%	0%	i	-17%
2	CCCCn1c(CCCNC(=O)c2ccco2)nc2ccccc21	-27%	-2%	-1%	i	11%
3	O=C(COc1cc2oc(=O)c3c(c2cc1Cl)CCCC3)NCc1cccnc1	-6%	6%	0%	i	-27%
4	CC(=O)OCCN1C(=O)c2ccc(-c3nc4ccccc4c(=O)o3)cc2C1=O	4%	-26%	/	i	33%
5	C[C@H]1CN=C(N(C)C)N1CCCC1CCCC1	7%	-16%	-8%	i	-31%
6	COC(=O)c1sc2[nH]c(=S)n(N)c(=O)c2c1C	-3%[0.307 µM]	-3%[0.307 µM]	-11%	i	18%
7	COC(=O)Nc1ccc(C)c(NC(=O)OC)c1	3%	11%	3%	/	3%
8	CC(C)OC(=O)c1ccc(NC(=O)Cn2c(-c3nonc3N)nc3ccccc32)cc1	-26%	-34%	0%	i	13%
9	Cc1c(Cl)cccc1NC(=O)CN1C(=O)c2ccccc2Sc2ncccc21	6%	10%	/	/	23%
10	CCc1nc2c(OCc3ccc(F)c(F)c3)cccn2c1N(C)C(=O)C1CC1	2%	5%	/	i	-5%

cpd	TDP43 rescue	PTHR1 ag	aSyn yeast inh	Abeta yeast res
1	2%	-44%[inhibitor]	2%	5%
2	2%	-9%	-3%	11%
3	-9%	i	4%	27%
4	-5%	i	-2%	-12%
5	1%	-4%	-3%	0%
6	22%	i	-4%	5%
7	-3%	-3%[57.5 µM]	-15%	18%
8	1%	-1%[57.5 µM]	4%	5%
9	0%	i	/	-12%
10	0%	i	2%	-1%

Further results
cpd	SMILES	HEK293 tox	GLP-1R inv ag	Mm-Cpn inhibitor	pAkt inh	FUS yeast rescue
11	CCc1ccccc1NC(=O)c1cnn(-c2ccc(F)cc2)c1C1CCNCC1	3%	-23%	/	/	13%
12	COc1ccc(N(CC(O)Cn2c(C)nc3ccccc32)S(=O)(=O)c2ccccc2)cc1 (stereo not drawn)	-16%	35%	0%	i	9%
13	CCCN1CCN(C2CCCCC2NS(=O)(=O)c2ccccc2)CC1 (stereo not drawn)	-5%	1%	1%	i	6%
14	CC(=O)Nc1ccc(-n2cnnn2)cc1	-6%	6%	0%	i	9%
15	O=C(Cc1n[nH]c(=O)c2ccccc12)N/N=C/c1cc2c(cc1Cl)OCO2	-9%	7%	1%	i	3%
16	O=C(c1cccc(S(=O)(=O)NCc2ccccc2)c1)N1CCN(c2ccc(F)cc2)CC1	-27%	?	?	i	/
17	CN(CCOc1ccc(Cl)cc1)C(=O)c1cc([N+](=O)[O-])ccc1N1CCOCC1	?	?	-2%	i	23%
18	Cc1ccc(NC(=O)COC(=O)Cn2cnc3ccccc32)c([N+](=O)[O-])c1	4%	11%	-3%	i	14%
19	COC(=O)C1=C(N)Oc2c(oc(CO)cc2=O)C1c1ccc(F)cc1 (stereo not drawn)	5%	12%	0%	i	-13%
20	CN(C)S(=O)(=O)c1ccc(NC(=O)CCNC(=O)c2ccc([N+](=O)[O-])cc2)cc1	0%	1%	1%	i	3%

cpd	TDP43 rescue	PTHR1 ag	aSyn yeast inh	Abeta yeast res
11	23%	i	0%	1%
12	-25%	i	-13%	-6%
13	-12%	i	-4%	1%
14	0%	-24%	2%	17%
15	-20%	-29%	6%	4%
16	18%	-36%	11%	2%
17	?	-43%[inhibitor]	9%	7%
18	-5%	4%	-3%	4%
19	-2%	-5%	1%	-10%
20	1%	i	-1%	3%

(list continues)
cpd	SMILES	HEK293 tox	GLP-1R inv ag	Mm-Cpn inhibitor	pAkt inh	FUS yeast rescue
21	CN(C)c1ccc(CN(C(=O)/C=C/c2ccco2)C2CCS(=O)(=O)C2)cc1 (stereo not drawn)	9%	-2%	0%	i	11%
22	Cc1cc(O)cc(O)c1C(=O)Cc1cnn(-c2ccccc2)c1	-20%	-21%	4%	i	43%
23	Cc1cc(Cl)ccc1NC(=S)NCc1ccc(S(N)(=O)=O)cc1	14%	2%	-4%	i	21%
24	CCCCC(=O)Nc1cccc(NC(=S)NC(=O)C(C)C)c1	-9%	?	1%	i	/
25	Nc1nnc2cc(Br)ccc2n1	4%	38%[activator]	/	i	-2%
26	C=CCNC(=O)c1cc2c(=O)n3cccc(C)c3nc2s1	3%	12%	-3%	i	12%
27	COc1ccc(NC(=O)C2CCN(c3nc4ccccc4nc3C(F)(F)F)CC2)cc1	-2%	14%	/	/	-1%
28	COc1ccc(OCc2n[nH]c(=S)o2)cc1	-2%	-21%	0%	i	?
29	CCCn1cnc2c(oc3ccccc32)c1=O	-2%	20%	2%	i	-3%
30	CCCS(=O)(=O)c1nc(S(=O)(=O)c2ccc(C)cc2)c(NCc2ccccc2)s1	3%	1%	/	/	-1%

cpd	TDP43 rescue	PTHR1 ag	aSyn yeast inh	Abeta yeast res
21	0%	i	-12%	16%
22	8.9µM*	-18%[57.5 µM]	1%	6%
23	0%[9.22 µM]	-9%	-4%	-4%
24	0%	-28%	-2%	-8%
25	?	-2%	13%	-11%
26	-4%	i	3%	-12%
27	16%	-8%	/	-6%
28	?	i	-11%	24%
29	?	-7%	0%	-7%
30	-7%	4%	/	-6%

Results in sequence from the entries so far:
Entries 16 to 21 in PTHR1 ag, in turn: -36%, -43%[inhibitor], 4%, -5%, i, i

Only HEK293 tox, TDP43 rescue and Mm-Cpn inhibitor, for four of the compounds above:
cpd | SMILES | HEK293 tox | TDP43 rescue | Mm-Cpn inhibitor
24 | CCCCC(=O)Nc1cccc(NC(=S)NC(=O)C(C)C)c1 | -9% | 0% | 1%
21 | CN(C)c1ccc(CN(C(=O)/C=C/c2ccco2)C2CCS(=O)(=O)C2)cc1 (stereo not drawn) | 9% | 0% | 0%
22 | Cc1cc(O)cc(O)c1C(=O)Cc1cnn(-c2ccccc2)c1 | -20% | 8.9µM* | 4%
23 | Cc1cc(Cl)ccc1NC(=S)NCc1ccc(S(N)(=O)=O)cc1 | 14% | 0%[9.22 µM] | -4%

The list continues.
cpd	SMILES	HEK293 tox	GLP-1R inv ag	Mm-Cpn inhibitor	pAkt inh	FUS yeast rescue
31	CNC(=S)Nc1cc(S(=O)(=O)Nc2cc(Cl)ccc2Cl)ccc1N1CCCC1	10%	?	?	i	?
32	O=c1c2c3c(sc2n(CCN2CCOCC2)c(=O)n1Cc1ccco1)CCCCC3	3%	?	-1%	i	35%
33	COc1ccc(CN(C(=O)CCC(=O)Nc2cc(C)on2)C(C(=O)NC(C)(C)C)c2cccc(OC)c2OC)cc1 (stereo not drawn)	-1%	-2%	-1%	i	30%
34	CSc1ccc(C(=O)C2CCCN(C(=O)c3cccc(N4CCOCC4)c3)C2)cc1 (stereo not drawn)	0%	?	1%	i	19%
35	Cc1nc(C(F)(F)F)ccc1C(=O)N1CCC1(C)C(=O)NS(C)(=O)=O (stereo not drawn)	-5%	11%	/	i	-21%
36	COc1ccccc1OCCOc1ccc(/C=N/n2cnnc2)cc1	-11%	8%	1%	i	8%
37	COc1ccc2c(c1)cc1n2CCN=C1N	13%	?	-1%	i	12%
38	OC1(c2ccccn2)COc2ccccc2O1 (stereo not drawn)	-21%	-1%	1%	i	-18%
39	COc1cccc(CC(=O)Nc2nc(-c3ccc(F)c(F)c3)cs2)c1	0%	-82%	-1%	i	8%
40	O=[N+]([O-])c1ccc(CNC2CCCc3ccccc32)cc1 (stereo not drawn)	25%	?	-1%	i	1%
41	CCCc1nn2c(=O)cc(COC(=O)c3ccc(NC(=O)C4CCCCC4)cc3)nc2s1	-5%	12%	/	/	8%
42	Cc1cccc(S(=O)(=O)c2cn(Cc3ccccc3)c3cc(N4CCCCC4C)c(F)cc3c2=O)c1 (stereo not drawn)	2%	-4%	/	/	-2%

cpd	TDP43 rescue	PTHR1 ag	aSyn yeast inh	Abeta yeast res
31	12%	i	-3%	11%
32	-21%	-61%[inhibitor]	2%	7%
33	4%	i	4%	16%
34	-1%[0.397 µM]	-19%	12%	-23%
35	17%	i	1%	11%
36	12%	i	-2%	20%
37	-41%[inhibitor]	-25%[57.5 µM]	-4%	-14%
38	8%	i	-2%	-1%
39	-4%	-35%[inhibitor]	8%	-3%
40	-11%	-14%	-6%	-4%
41	14%	i	/	-7%
42	0%	-17%	/	14%
